# UBC13 polyUb – UBC13 polyubiquitin chain formation inhibitors, primary screen, biochemical, TR-FRET, uHTS; 330,000 compounds, 0.47% hits; Ubiquitin-conjugating enzyme E2 N (Homo sapiens), P61088; inhibition, % at 20 µM; in the data active = inhibition above about 45%, passing the limit was not always enough
# Target sequence (P61088 whole entry, looked up): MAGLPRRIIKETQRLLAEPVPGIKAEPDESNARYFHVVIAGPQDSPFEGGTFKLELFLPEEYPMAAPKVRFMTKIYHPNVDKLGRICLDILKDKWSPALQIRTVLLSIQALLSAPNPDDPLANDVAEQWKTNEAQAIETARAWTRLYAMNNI
# CXCR6 inh – CXCR6 receptor inhibitors, primary screen, cell-based, beta-arrestin, luminescence, CHO-K1 PathHunter, 1536-well; inhibition, % at 20 µM; 360,000 compounds, 0.36% hits; AID 602244, 2012; in the data active = inhibition above about 34%, passing the limit was not always enough;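 note: antagonist mode with CXCL16 agonist at 10 nM final; 0% = 10 nM CXCL16 with DMSO and 100% = unstimulated wells without agonist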
# EBI2 block – EBI2 receptor antagonists, beta-arrestin recruitment, primary screen, cell-based, luminescence, 7a,25-OHC stimulation, uHTS; inhibition, % at 5 µM; 7a,25-OHC stimulated; G-protein coupled receptor 183 (Homo sapiens), P32249; 360,000 compounds, 0.81% hits; in the data active = inhibition above about 38%;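 note: enzyme fragment complementation signal reports receptor beta-arrestin coupling in cells; 0% = agonist plus DMSO wells and 100% = wells without agonist; some results beyond the cut were filed as inactive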
# Target sequence (P32249 whole entry, looked up, the tested form may be a part): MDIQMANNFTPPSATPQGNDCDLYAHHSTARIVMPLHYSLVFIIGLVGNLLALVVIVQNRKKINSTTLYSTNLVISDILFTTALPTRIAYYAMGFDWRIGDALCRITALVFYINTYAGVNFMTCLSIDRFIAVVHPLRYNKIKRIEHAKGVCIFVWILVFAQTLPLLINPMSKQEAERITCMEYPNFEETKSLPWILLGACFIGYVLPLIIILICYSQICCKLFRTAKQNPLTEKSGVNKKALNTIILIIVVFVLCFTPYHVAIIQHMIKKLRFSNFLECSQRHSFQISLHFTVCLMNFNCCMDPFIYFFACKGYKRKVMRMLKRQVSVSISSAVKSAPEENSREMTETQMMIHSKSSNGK
# APJ agonist – agonists of human apelin receptor APJ, primary screen, CHO-K1 cells, PathHunter beta-arrestin, luminescence. P35414. 0% DMSO wells, 100% apelin. activation, % at 20 µM. 330,000 compounds, 0.11% hits. AID 2520, 2010;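 active = activation more than six SD over the plate average, tested at 20 µM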;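 note: 0% = DMSO alone and 100% = apelin-13 at 10 nM; some results filed as inactive read as strong as hits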
# Target sequence (P35414 whole entry, looked up): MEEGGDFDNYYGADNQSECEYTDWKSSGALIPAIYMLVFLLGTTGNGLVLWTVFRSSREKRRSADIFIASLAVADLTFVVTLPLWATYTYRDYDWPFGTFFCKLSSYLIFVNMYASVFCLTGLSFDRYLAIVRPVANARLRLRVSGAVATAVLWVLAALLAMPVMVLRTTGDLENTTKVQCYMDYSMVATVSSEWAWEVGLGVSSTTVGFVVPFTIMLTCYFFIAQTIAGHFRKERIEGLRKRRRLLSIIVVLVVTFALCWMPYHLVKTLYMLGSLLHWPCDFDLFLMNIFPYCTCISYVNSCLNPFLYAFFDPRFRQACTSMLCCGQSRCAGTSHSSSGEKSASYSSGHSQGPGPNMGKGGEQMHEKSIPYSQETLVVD
#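 assay system = CHO-K1 APJ beta-arrestin complementation cell line | input = cell density 1000 per well | dosing = compound 20 µM once, DMSO 1% | timing = compound 90 min 25 °C, reagent 1 h | measured by = luminescence from split beta-galactosidase complementation, Galacton Star/Emerald II substrate | read-out basis = APJ agonist activity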
# ATG4B inhibitor – ATG4B protease inhibitors, primary screen, biochemical, fluorescence, uHTS; ATG4B cleavage of LC3-PLA2, NBD-HPC fluorescence, 1 h; Cysteine protease ATG4B (Homo sapiens), Q9Y4P1; AID 504462, 2011; inhibition, % at 8.33 µM; 340,000 compounds, 0.51% hits; in the data active = inhibition above about 40%
# CCR6 antagonist – CCR6 receptor antagonists, primary screen, cell-based, CHO-K1, luminescence, beta-arrestin, uHTS | AID 493098, 2011 | CHO-K1 CCR6 PathHunter beta-arrestin, CCL20-stimulated | C-C chemokine receptor type 6 (Homo sapiens), P51684 | inhibition, % at 20 µM | 340,000 compounds, 0.49% hits;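 active = compounds whose inhibition of the agonist-driven luminescence signal at 20 µM reaches about 50%, limit read from the data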;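 note: cells stimulated with CCL20 at 14 nM final; plate controls were DMSO with CCL20 for no effect and DMSO without agonist for full effect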
# Gli-Sufu block – Gli-Sufu pathway antagonists, primary screen, luciferase luminescence, Sufu-KO-LIGHT cells, uHTS; inhibition, % at 5 µM; 340,000 compounds, 0.74% hits; Sufu-KO-LIGHT fibroblasts, Gli luciferase reporter luminescence; AID 588413, 2011;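 active = inhibition above about 55%, limit read from the data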;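 note: 0% = DMSO-treated cells and 100% = wells with medium but no cells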
# APJ antag – antagonists of human apelin receptor APJ, primary screen, CHO-K1 cells, beta-arrestin complementation, luminescence; inhibition, % at 20 µM; P35414; 330,000 compounds, 0.32% hits;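 active = inhibition above about 40% at 20 µM, limit read from the data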;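 note: cells challenged with 10 nM apelin-13 agonist together with compound; plate controls were apelin-13 plus DMSO wells for no effect and DMSO wells lacking apelin-13 for full effect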
# Starred values were filed as active, the others as inactive; x = no result given.
SMILES,UBC13 polyUb,CXCR6 inh,EBI2 block,APJ agonist,ATG4B inhibitor,CCR6 antagonist,Gli-Sufu block,APJ antag
Cc1ccc(S(=O)(=O)N2CCC(=O)N(C(COCc3ccc(Cl)cc3Cl)Cc3ccccc3)CC2)cc1 (configuration not stated),-8,4,30,0,-7,12,23,4
Cc1ccc2c(COC(=O)c3ccccc3Cl)cc(=O)oc2c1,8,14,18,-1,-6,13,-48,-9
Cc1cc(NC(=O)c2ccc(N3C(=O)C4C5C=CC(C5)C4C3=O)cc2)no1 (configuration not stated),-14,-4,13,1,-3,-3,9,-13
COc1ccc(C2c3sc(=O)[nH]c3SC3C4CCC(C4)C23)cc1OC (configuration not stated),-2,6,2,-1,7,2,5,16
COc1ccc(C2=NS(=O)(=O)N(C)C(C(=O)NCc3ccco3)=C2)cc1OC,0,17,-1,0,6,9,-9,5
CCCCS(=O)(=O)Nc1ccc(C)cn1,-16,-2,-6,2,4,8,4,9
C=CCc1cc(Cl)ccc1OCCOCCNC(C)CC (configuration not stated),15,7,-1,-2,-8,14,12,-1
O=S(=O)(c1ccc2ccccc2c1)N1CCN=C1SCc1cccnc1,-2,-10,1,-2,-8,13,9,-9
O=C1c2ccccc2C(=O)N1Cc1cc(-c2ccccc2)no1,0,1,3,3,-8,5,1,6
Cn1c(CCNC(=O)C2CCCCC2)nc2cc(NC(=O)c3cccs3)ccc21,x,0,-3,x,-4,13,3,x
Cc1ccc(S(=O)(=O)NCCC(c2ccc(F)cc2)c2ccco2)cc1 (configuration not stated),1,1,12,-3,12,17,0,10
[O-]/[N+](=C/c1ccc(F)cc1)c1ccccc1,2,-2,-5,3,-6,-5,-2,18
CSc1cccc(CN2CCN(Cc3ccccc3)C(CCO)C2)c1 (configuration not stated),-10,-3,3,-2,-5,5,20,12
CC1=NN(c2ccc(C)cc2C)C(=O)C1C(c1ccccc1)C1C(=O)N(c2ccc(C)cc2C)N=C1C (configuration not stated),-42,4,9,-2,-5,-7,8,7
COC(=O)c1cc(Br)ccc1NC(=O)Nc1ccccc1,0,8,-6,0,-6,15,6,-5
O=C(N[C@@H]1C/C=C\C[C@H](CC(=O)N(CCO)Cc2ccccc2)C(=O)N[C@@H](Cc2c[nH]c3ccccc23)COC1=O)OCC1c2ccccc2-c2ccccc21,4,4,1,-1,-11,16,53,-4
O=C(Cc1ccc([N+](=O)[O-])cc1)Nc1cccc(C(=O)N2CCOCC2)c1,-1,-1,-12,-2,-5,1,0,3
Cc1cccc(NC(=O)COC(=O)CCc2c[nH]c3ccccc23)c1C,-7,-3,3,-3,10,6,-5,4
COc1ccccc1OCCCC(=O)NC(C)c1ccccc1 (configuration not stated),2,-5,-10,-4,-6,1,-4,-11
Cc1cccc(NC(=O)CSc2nnc(-c3cc(C)[nH]n3)n2N)c1,7,-6,4,0,-3,-2,-7,27

# Retrieved by structure from the entries so far (3):
SMILES,UBC13 polyUb,CXCR6 inh,EBI2 block,APJ agonist,ATG4B inhibitor,CCR6 antagonist,Gli-Sufu block,APJ antag
CCCCS(=O)(=O)Nc1ccc(C)cn1,-16,-2,-6,2,4,8,4,9
Cc1ccc(S(=O)(=O)NCCC(c2ccc(F)cc2)c2ccco2)cc1 (configuration not stated),1,1,12,-3,12,17,0,10
COc1ccc(C2=NS(=O)(=O)N(C)C(C(=O)NCc3ccco3)=C2)cc1OC,0,17,-1,0,6,9,-9,5

# As entered above:
# In EBI2 block, Cc1ccc(S(=O)(=O)NCCC(c2ccc(F)cc2)c2ccco2)cc1 (configuration not stated) is listed with 12
# In APJ agonist, Cc1cccc(NC(=O)CSc2nnc(-c3cc(C)[nH]n3)n2N)c1 is listed with 0
# In UBC13 polyUb, O=C(Cc1ccc([N+](=O)[O-])cc1)Nc1cccc(C(=O)N2CCOCC2)c1 is listed with -1

# Following part.
SMILES,UBC13 polyUb,CXCR6 inh,EBI2 block,APJ agonist,ATG4B inhibitor,CCR6 antagonist,Gli-Sufu block,APJ antag
CCOc1ccc2c(O)csc2c1,-4,-12,-5,-3,-7,8,-9,-17
CCCc1nc2ccccc2c(=O)n1N,5,-5,5,-3,-4,12,-7,10
C/C(=N\NC(=O)c1cccc(S(=O)(=O)N2CCCC2)c1)c1ccccc1F,-18,4,-1,-1,-3,5,-21,6
O=C1c2ccccc2C(=O)N1CCCC(=O)N1CCCc2ccccc21,4,0,14,2,3,5,-12,3
O=C1CC(N2CCN(c3ccccc3)CC2)C(=O)N1c1ccc2c(c1)OCCO2 (configuration not stated),-4,3,-4,-1,5,1,2,5
CC1(C)Cc2cccc(OCC(=O)OCc3nnc(-c4ccccc4)o3)c2O1,11,8,-5,-2,-13,-15,2,15
CC(=O)c1cccc(NC(=O)c2cnn3ccccc23)c1,1,-7,-1,0,2,6,-55,2
CCc1ccc(C2c3[nH]c4ccccc4c3CCN2C(=O)c2ccc(=O)n(C)n2)cc1 (configuration not stated),-1,1,18,-2,18,-4,3,16
Clc1cccc(CSc2nnc(-c3c[nH]c4ccccc34)o2)c1,-6,-4,-5,0,11,12,21,5
COc1ccc(CCNC(=O)COC(=O)Cn2cnc3ccccc3c2=O)cc1,1,-4,1,-1,-3,-2,3,7
Cc1[nH][nH]c(=O)c1C(c1ccc2c(c1)OCO2)c1c(C)[nH][nH]c1=O,8,-13,-12,-4,-3,4,30,0
COc1ccc(Nc2nc(OC)nc(OC)n2)cc1,-10,-8,-5,1,4,19,-13,8
CCOC(=O)CSc1cc(C)nc(NC(C)=O)n1,8,-8,5,0,4,-14,-2,-7
COc1cccc(OCc2cc(C(=O)N(C)CCOc3ccc(C)cc3)no2)c1,3,-4,19,-3,-4,8,-44,12
CCc1ccccc1NC(=S)NC1CC2CCC(C1)N2Cc1ccc(F)cc1 (configuration not stated),4,-10,6,-1,1,11,23,10
COc1ccc(C(=O)Nc2ccc(S(=O)(=O)N3CCCCC3)cc2)cc1,-11,-4,7,7,-16,15,3,-21
CSc1nc2ccc(NC(=O)NC(=O)c3c(F)cccc3F)cc2s1,0,-10,-10,-2,1,-6,-19,9
CC(C)(C)C(=O)NC(c1ccccc1)c1c(O)ccc2ccccc12 (configuration not stated),3,-10,-6,-1,-4,15,3,14
O=S(=O)(Nc1nc2ccc(S(=O)(=O)N3CCCCC3)cc2s1)c1ccccc1,8,2,1,-3,3,2,-1,-12
CCCCn1c2nc3ccccc3nc2c2c(=O)n(-c3ccccc3)cnc21,0,16,-7,-3,2,12,-4,-35
CCOC(=O)C1CCCN(C(=O)/C=C/c2ccc(Cl)cc2)C1 (configuration not stated),-6,-6,46*,-1,-13,19,-11,-2
CCn1c(SCc2cccc(C(F)(F)F)c2)nnc1-c1ccco1,7,10,7,-3,19,4,3,12
Cc1cc(C(=O)Nc2ccccc2)c2ccccc2n1,-5,3,-1,-5,3,4,-4,-1
OC1CCN(Cc2ccc3ccccc3c2)CC1,-2,-2,-6,-1,-2,-13,3,4
CCn1c(C)c(C(C)=O)c(N2CCCC2)nc1=S,11,-11,-13,-2,-1,15,48,11
Cc1ccc(C)c(SCC(=O)NNC(=O)c2csc(N3CCOCC3)n2)c1,-4,1,12,4,-6,-1,2,-15
Nc1ccc(S(N)(=O)=O)cc1,-28,-4,5,4,9,3,4,5
NC(=O)COc1ccccc1,4,14,3,0,1,4,9,17
Fc1cccc(CNc2ncnc3cc(Cl)ccc23)c1F,7,-28,-7,-2,4,3,10,17
COC(=O)c1sccc1NC(=O)c1cccc(F)c1,15,4,-1,-2,1,15,-1,15
COC(=O)C(Cc1ccc(O)cc1)NC(=O)c1ccccc1 (configuration not stated),12,-10,-5,-1,2,1,5,13
CCOC(=O)Cn1c2c(c(=N)c3c1CCC3)CCCC2,4,2,-4,-3,4,9,22,9
COc1ccc(C)cc1NC(=O)CSc1cccc[n+]1[O-],13,4,2,-1,3,10,x,5
Cc1ccc(S(=O)(=O)N2CCOCC2)cc1C(=O)N(C)CCOc1ccc(Cl)cc1,-12,-6,0,7,-8,13,10,2
Cc1ccc(NC(=O)C2OCCc3ccccc32)cc1C (configuration not stated),-13,-4,14,0,5,4,-26,4
COCCCNC(=O)C1=CCN(S(=O)(=O)c2ccc(C)cc2)CC1,2,3,-8,8,3,6,-2,19
NNC(=O)CS(=O)(=O)c1ccc(Cl)cc1,-2,4,-6,1,-1,0,3,6
CCOC(=O)C1=C(c2ccccc2)NC(=O)N(C(C)=O)C1c1cccc([N+](=O)[O-])c1 (configuration not stated),4,-1,0,-9,4,15,12,12
Fc1ccc(N2CN(Cc3cccnc3)CNC2=S)cc1,1,4,-13,-2,-4,0,4,0
COc1ccc(C2CC(c3cccs3)=NN2C(=O)COC(=O)c2cncc(Br)c2)cc1OC (configuration not stated),8,10,29,-2,-4,5,8,6

# Another view of some results above.
> COCCCNC(=O)C1=CCN(S(=O)(=O)c2ccc(C)cc2)CC1
  UBC13 polyUb = 2	CXCR6 inh = 3	EBI2 block = -8	APJ agonist = 8	ATG4B inhibitor = 3	CCR6 antagonist = 6	Gli-Sufu block = -2	APJ antag = 19

> NNC(=O)CS(=O)(=O)c1ccc(Cl)cc1
  UBC13 polyUb = -2	CXCR6 inh = 4	EBI2 block = -6	APJ agonist = 1	ATG4B inhibitor = -1	CCR6 antagonist = 0	Gli-Sufu block = 3	APJ antag = 6

> CCOC(=O)C1=C(c2ccccc2)NC(=O)N(C(C)=O)C1c1cccc([N+](=O)[O-])c1 (configuration not stated)
  UBC13 polyUb = 4	CXCR6 inh = -1	EBI2 block = 0	APJ agonist = -9	ATG4B inhibitor = 4	CCR6 antagonist = 15	Gli-Sufu block = 12	APJ antag = 12

# The listing picks up; the four compounds before the break are reprinted first.
SMILES,UBC13 polyUb,CXCR6 inh,EBI2 block,APJ agonist,ATG4B inhibitor,CCR6 antagonist,Gli-Sufu block,APJ antag
NNC(=O)CS(=O)(=O)c1ccc(Cl)cc1,-2,4,-6,1,-1,0,3,6
CCOC(=O)C1=C(c2ccccc2)NC(=O)N(C(C)=O)C1c1cccc([N+](=O)[O-])c1 (configuration not stated),4,-1,0,-9,4,15,12,12
Fc1ccc(N2CN(Cc3cccnc3)CNC2=S)cc1,1,4,-13,-2,-4,0,4,0
COc1ccc(C2CC(c3cccs3)=NN2C(=O)COC(=O)c2cncc(Br)c2)cc1OC (configuration not stated),8,10,29,-2,-4,5,8,6
O=C(CCN1C(=O)c2ccccc2C1=O)NC(=S)Nc1ccccc1,0,7,-12,2,-1,-5,-1,13
COc1ccc(C(=O)O)cc1NS(=O)(=O)c1cccc2nsnc12,-6,-13,4,-4,-6,24,-5,4
Cc1cc(=O)[nH]c2nnnn12,-4,4,-2,1,0,-2,1,7
O=C1COc2ccc(NC(=O)N3CCN(c4ccc(F)cc4)CC3)cc2N1,2,-9,-9,-1,-7,12,2,5

# Screening results as filed in PubChem BioAssay.

# An unsorted share of the library (roughly 3% active in at least one column).
